Source: PubChem (National Center for Advancing Translational Sciences (NCATS))
IL2 activator – activators of IL-2. IL-2 activation reporter assay, cell-based qHTS; stimulated with anti-CD3/CD4/CD28 beads; in transgenic mouse T cells. activation, % (series mostly up to about 46 µM). 360,000 compounds, 0.065% hits; in the data active = activation above about 50%; inconclusive = mostly about 30% to 49%; note: 0% is about no effect
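First, unstimulated transgenic mouse T cells were exposed to compound for 60 min. Next, anti-CD3/anti-CD4-coated beads with anti-CD28 were added. Finally, after 18 h at 37 degrees C, EGFP and DsRed were imaged.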
Abeta yeast res – compounds reversing amyloid beta toxicity in yeast | 410,000 compounds, 0.063% hits | Potency, µM (highest dose often 46.1 µM), without a hit: at the highest dose growth rescue, hits mostly activators | yeast expressing A-beta42, growth rescue, OD600, 48 h; response scale: 0% DMSO, 100% iron-clioquinol control | AID 1347071; note: potency is the fitted concentration of half-maximal effect; nearly all actives have a fitted effect of over 55% in size
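Yeast A-beta toxicity model in growth medium with pinned compounds, 48 h at 30 C; growth read as absorbance at 600 nm. Normalized to FeCl3/clioquinol equimolar mix (positive) and DMSO (negative).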
aSyn yeast inh – inhibitors of alpha-synuclein toxicity in yeast. 370,000 compounds, 0.14% hits. Yeast expressing alpha-synuclein, growth rescue, BacTiter-Glo, 24 h. Potency, µM (top dose mostly 46.1 µM), without a hit: at the highest dose growth rescue (activation), usual class: activators. AID 652106; note: potency is the fitted concentration of half-maximal effect; % of control where 0% means no effect; nearly all actives have a fitted effect of over 65% in size
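Readout is rescue of growth in alpha-synuclein-expressing yeast, so inhibitors of toxicity appear as activators. Growth after 24 hr at 30 deg C in galactose medium is quantified by luminescence.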
FUS suppressor – rescues growth of FUS-expressing yeast. 390,000 compounds, 0.24% hits. Potency, µM (doses to about 76.6 µM), without a hit: at the top dose growth rescue (activation), actives largely listed as activators. S. cerevisiae FUS-expressing, growth rescue, OD600, 24 h;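 note: potency is the fitted concentration of half-maximal effect; plate controls were DMSO vehicle for no effect and reference control for full effect; nearly all actives have a fitted effect of over 55% in size; some results filed as inactive show a strong effect at the top dose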
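Quantitative HTS measuring growth restoration of FUS-toxic yeast. Galactose-induced cells (OD 0.005) were exposed 24hr at 30C to compounds at several concentrations, then absorbance at 600 nm was recorded.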
EPAC1 antagonist – blocks human EPAC1 exchange factor; Potency, µM (doses to about 115 µM), for the others: at the highest dose activity change, negative = inhibition, actives largely listed as inhibitors; EPAC1 GEF assay, Rap1b-BODIPY-GDP exchange fluorescence; 360,000 compounds, 0.14% hits; O95398;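 note: potency is the fitted concentration of half-maximal effect; plate controls were vehicle for no effect and positive control for full effect; nearly all actives have a fitted effect of over 50% in size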
Target sequence (O95398 whole entry, looked up): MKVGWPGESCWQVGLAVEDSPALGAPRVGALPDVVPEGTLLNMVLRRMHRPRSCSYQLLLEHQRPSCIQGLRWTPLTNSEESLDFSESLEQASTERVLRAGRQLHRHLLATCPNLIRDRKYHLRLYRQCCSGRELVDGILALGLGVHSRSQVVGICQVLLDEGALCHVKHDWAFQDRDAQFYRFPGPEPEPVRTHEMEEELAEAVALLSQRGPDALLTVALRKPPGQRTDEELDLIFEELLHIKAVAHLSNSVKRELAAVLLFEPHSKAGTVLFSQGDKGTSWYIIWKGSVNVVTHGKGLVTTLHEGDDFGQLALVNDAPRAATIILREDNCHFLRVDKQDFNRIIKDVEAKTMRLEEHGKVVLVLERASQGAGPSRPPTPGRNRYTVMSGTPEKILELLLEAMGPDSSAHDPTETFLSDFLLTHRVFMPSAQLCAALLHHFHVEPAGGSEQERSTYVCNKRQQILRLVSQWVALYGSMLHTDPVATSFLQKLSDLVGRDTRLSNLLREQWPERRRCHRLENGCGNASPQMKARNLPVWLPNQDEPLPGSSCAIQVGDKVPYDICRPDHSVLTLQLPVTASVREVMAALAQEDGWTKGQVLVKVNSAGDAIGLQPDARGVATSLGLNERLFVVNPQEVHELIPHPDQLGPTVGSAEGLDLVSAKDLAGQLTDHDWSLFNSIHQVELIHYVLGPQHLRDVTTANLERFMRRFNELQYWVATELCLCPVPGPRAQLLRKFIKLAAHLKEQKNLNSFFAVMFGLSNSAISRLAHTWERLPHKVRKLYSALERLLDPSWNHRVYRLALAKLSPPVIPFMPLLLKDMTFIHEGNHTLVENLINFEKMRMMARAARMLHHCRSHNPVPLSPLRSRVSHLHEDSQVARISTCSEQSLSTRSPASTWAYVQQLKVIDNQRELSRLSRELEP
EPAC1 ag – agonists of human EPAC1; EPAC1 agonist qHTS, biochemical assay; response scale: 100% = response to 6.5 mM cAMP; Potency, µM (top dose mostly 154 µM), inactives show at the highest dose activation, most hits filed as activators; 360,000 compounds, 0.073% hits; note: potency is the fitted concentration of half-maximal effect; nearly all actives have a fitted effect of over 60% in size
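Nucleotide exchange assay: 100 nM EPAC1 with 250 nM Rap1B loaded with BODIPY-GDP and 50 uM GDP, room temperature. Fluorescence (480/540 nm) read every 5 min for 30 min; signal change normalized to 6.5 mM cAMP as full agonist.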
PI5P4K alpha inh – PI5P4K alpha (human) kinase inhibition. 330,000 compounds, 1.2% hits. PI5P4Kalpha enzyme, ADP-Glo luminescence, 60 min; active compounds read low. max response, %. AID 652105; active = max response of -50% or lower; inconclusive = between -30% and -50%; inactive = -30% or higher; note: value at the top dose of about 77 µM; % is set by controls: 0 for no effect and ±100 for the full control effect
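Quantitative HTS of the MLSMR library against PI5P4Kalpha with substrate. ATP added last at 5 microM final; room temperature, 60 minutes. Remaining ATP depleted, ADP converted and read as luminescence.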
PLK1 PBD inh – blocks phosphopeptide binding to human PLK1 polo-box domain; P53350; Plk1 PBD binding of FITC phosphopeptide, fluorescence polarization; Potency, µM, for inactives: max response, negative = inhibition, usual class: inhibitors; 360,000 compounds, 2.8% hits; AID 720504; note: potency is the fitted concentration of half-maximal effect; series mostly up to about 57 µM; % is set by controls: 0 for no effect and ±100 for the full control effect; nearly all actives have a fitted effect of over 65% in size
WRN inhibitor – blocks human WRN helicase; Q14191; WRN helicase unwinding, fluorescent forked duplex, kinetic; Potency, µM (doses to about 114 µM), for inactives: at the highest dose activity change, negative = inhibition, hits mostly inhibitors; 360,000 compounds, 0.46% hits; AID 651768; note: potency is the fitted concentration of half-maximal effect; % is set by controls: 0 for no effect and ±100 for the full control effect; nearly all actives have a fitted effect of over 55% in size
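Fluorescence dequenching readout, ex 525 nm/em 598 nm, kinetic mode: forked duplex DNA (100 nM final) with adjacent fluorophore and quencher unwound by WRN (20 nM final) with 2 mM ATP. Compound preincubation 15 min, room temperature.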
The depositor's hits bear a star; ? = inconclusive; · = not tested or not shown; & = joins results of further samples; [ ] = another dose, or the depositor's remark. Unless noted, calls come from the whole dose curve; as a rule, active = well fitted curve in the direction sought with a large enough effect; inconclusive = small, poorly fitted or top-dose-only effect, or another doubt; inactive = no such curve, though single readings can be large; an effect the other way counts as inactive or inconclusive. Compounds as they come; overall some 4.1% were active at least once.

1: NC(=NCCc1ccc(Cl)cc1)NS(=O)(=O)c1ccc(F)cc1
2: O=C1CN(C(=O)COC(=O)C2CC(=O)N(Cc3ccco3)C2)c2ccccc2N1 (stereo not given)
3: CCCc1[nH]n(-c2nc3ccccc3s2)c(=O)c1C=NCCN1CCOCC1
4: CCCCN(C1CCS(=O)(=O)C1)S(=O)(=O)c1ccc(OC)c(OC)c1 (stereo not given)
5: O=C(CN1CCN(Cc2ccccc2)C1=O)NCc1ccc(Cl)cc1
6: O=C(OCC(=O)N1CCN(c2ccccc2)CC1)c1cccs1
Compound,1,2,3,4,5,6
PLK1 PBD inh,-7.8%,-11.9%,-8.2%,-1.7%,-1.2%,-11.4%
aSyn yeast inh,7.6%,-11.9%,-1.0%,3.3%,0.0%,5.0%
WRN inhibitor,-0.1%,-21.6%,-4.1%,9.0%,2.7%,-14.8%
EPAC1 antagonist,-7.8%,-9.4%,5.7%,11.9%,9.0%,3.2%
EPAC1 ag,-2.9%,-4.7%,3.7%,-5.7%,-0.3%,-12.0%
FUS suppressor,·,18.4%,54.6%,1.6%,-7.8%,15.9%
PI5P4K alpha inh,7.9,-25.6,·,-0.5,0.7,-7.8
Abeta yeast res,21.5%,-5.5%,3.0%,3.5%,15.7%,18.0%
IL2 activator,-0.4,-0.7,-0.8,2.5,-0.3,0.0

7: O=C(NCCCN1CCCC1=O)c1cc(S(=O)(=O)N2CCN(c3ccccc3)CC2)ccc1Cl
8: Cc1nc2ccccc2c(=O)n1-c1ccc(NS(=O)(=O)c2ccc(F)cc2F)cc1
9: Cc1ccc(OCCNC(=O)c2ccccc2O)cc1
10: Cc1noc(C)c1C(=O)Nc1ccc(F)cc1
11: CC(=O)c1cccc(-c2ccnc3c2CC(C(=O)NCCC(F)(F)F)O3)c1 (stereo not given)
12: O=C(CN1CCN(C(=O)c2c(F)cccc2F)CC1)Nc1ccccc1C(F)(F)F
Compound,7,8,9,10,11,12
PLK1 PBD inh,0.7%,-0.2%,-1.1%,-14.0%,5.1%,-0.6%
aSyn yeast inh,3.9%,2.4%,-20.1%,4.7%,-0.8%,7.8%
WRN inhibitor,-4.0%,-8.4%,-6.9%,-6.8%,9.7%[57.1 µM],-4.9%
EPAC1 antagonist,-1.6%,15.3%,0.3%,-11.1%,-2.4%,-7.5%
EPAC1 ag,0.6%,5.0%,4.7%,-0.4%,-5.9%,-7.8%
FUS suppressor,·,-0.3%,22.9%,4.7%,11.3%,-7.5%
PI5P4K alpha inh,2.9,6.6,3.9,2.8,-1.7,8.3
Abeta yeast res,13.5%,-3.9%,11.0%,-3.4%,-6.1%,2.7%
IL2 activator,-2.8,-0.1,-0.8,2.1,-0.1,-0.4

13: CC(C)c1ccc(OCc2ccc(C(=O)O)o2)cc1
14: Cc1cc(=O)[nH]c(SCc2cc(=O)n3nc(C)sc3n2)n1
15: Cc1cc(C)n(C(C)n2nc(C)cc2C)n1
16: CCOCCCNC(=O)C(NC(=O)c1ccc2c(c1)OCO2)c1ccc(Cl)cc1 (stereo not given)
17: CCOCCCNc1ncnc2c1nc1n2CCCC1
18: Cc1cccc(C(=O)NC(=S)Nc2ccc(S(=O)(=O)N(C)c3ccccc3)cc2)c1
Compound,13,14,15,16,17,18
PLK1 PBD inh,-6.7%,-2.9%,-0.5%,-7.8%,2.5%,-15.4%
aSyn yeast inh,-0.9%,-0.2%,0.3%,4.2%,-3.5%,4.2%
WRN inhibitor,-9.0%,5.2%,2.7%,-0.4%,-0.6%,-5.3%
EPAC1 antagonist,7.7%,-0.5%,-2.4%,1.7%,-11.8%,-7.0%
EPAC1 ag,-1.0%,12.9%,3.7%,15.6%,0.5%,8.0%
FUS suppressor,10.0%,-18.1%,11.4%,12.7%,-29.3%,18.2%
PI5P4K alpha inh,-11.2,-3.0,·,-6.8,5.3,-1.4
Abeta yeast res,-10.0%,0.1%,8.7%,14.6%,-6.8%,19.8%
IL2 activator,-5.2,-1.4,1.6,-0.3,-3.0,-2.8

19: Cc1nc2ccccn2c1C(=O)NN=C1CCCC1
20: COC(=O)C(C(=O)OC)C(C)C(C(=O)OC)C(=O)OC
21: Cc1cccc(NC(=O)CN(C)S(=O)(=O)c2ccc(-c3ccc(=O)[nH]n3)s2)c1C
22: O=C(NCc1ccco1)c1ccc(CNc2c(N3CCCCC3)c(=O)c2=O)cc1
23: CN1CC(=O)N(CC(=O)Nc2cc(Cl)cc(Cl)c2)C1=O
24: Cc1ncc(CO)c2cc(C(=O)Nc3ccccc3Cl)c(=Nc3cccc(C(N)=O)c3)oc12
Compound,19,20,21,22,23,24
PLK1 PBD inh,-18.7%,-8.9%,-11.4%,0.2%,-10.8%,-2.9%
aSyn yeast inh,-0.3%,-13.5%,?,-0.5%,-0.8%,2.6%
WRN inhibitor,-1.8%,2.0%,-9.4%,-5.2%,10.7%,-3.6%
EPAC1 antagonist,-21.8%,-0.5%,-7.1%,6.0%,-3.6%,-13.4%
EPAC1 ag,-4.3%,-4.1%,-2.8%,8.7%,8.7%,-0.4%
FUS suppressor,-0.3%,-24.6%,21.5%,-5.7%,-19.7%,-30.3%
PI5P4K alpha inh,-6.1,-6.7,-3.1,5.2,-6.1,-6.1
Abeta yeast res,-3.9%,-3.9%,5.9%,2.0%,2.8%,-0.1%
IL2 activator,2.7,0.0,-0.7,2.7,0.4,-0.6

25: Cc1cc(C)c(S(=O)(=O)c2c(C)cccc2C)c(Cl)n1
26: CN(C)CCNC(=O)c1cccc2c(-c3ccc(F)c(F)c3)coc12
27: COc1cccc(CNC(=O)CCS(=O)(=O)c2ccc3c(c2)oc(=O)n3C)c1
28: CCN(CC)c1ccc(N/C(N)=N/c2nc(C(F)(F)F)cc(=O)[nH]2)cc1
29: CCN(Cc1ccc2c(c1)OCO2)C(=O)CSc1ncnc2sccc12
30: Fc1ccc(NCc2cccnc2)cc1
Compound,25,26,27,28,29,30
PLK1 PBD inh,-10.1%,-6.1%,-4.3%,4.2%,-5.1%,-7.1%
aSyn yeast inh,12.8%,0.1%,1.2%,2.5%,0.6%,-0.1%
WRN inhibitor,0.2%,-9.3%,5.7%,3.9%,-10.2%,-0.6%
EPAC1 antagonist,-7.4%,-13.7%,7.3%,-5.4%,-10.4%,5.7%
EPAC1 ag,7.0%,-6.6%,11.5%,0.8%,8.8%,4.6%
FUS suppressor,?,-2.8%,2.1%&24.3%,21.7%,11.0%,-15.5%
PI5P4K alpha inh,·,-20.7,-3.5,5.1,-6.4,-1.4
Abeta yeast res,8.7%,-26.5%,3.1%&-18.9%,-1.9%,-0.9%,24.7%
IL2 activator,-1.2,0.3,-3.6,-0.3,-0.4,-0.8

31: COc1ccc(/C=N\NC(=O)/C(=C\Nc2nccc(C)n2)NC(=O)c2ccccc2)cc1
32: O=C(CC(Nc1ccccc1Cl)C(=O)O)c1ccccc1 (stereo not given)
33: NS(=O)(=O)c1ccc(CCNC(=O)C2CCCN2S(=O)(=O)c2cccc3nsnc23)cc1 (stereo not given)
34: CC1=C(C)CC(C(=O)NCc2c(F)cccc2Cl)C(C(=O)O)C1 (stereo not given)
35: O=c1[nH]c(C2CCN(S(=O)(=O)c3ccccc3F)CC2)nc2c1nnn2Cc1ccc2c(c1)OCCO2
36: CC(C)(C)OC(=O)NN=C(c1ccc(O)cc1)c1ccc(O)cc1
Compound,31,32,33,34,35,36
PLK1 PBD inh,-12.0%,-24.6%,-6.5%,-4.5%,-3.3%,0.0%
aSyn yeast inh,-5.2%,?,2.1%,-2.0%,-7.1%,3.5%
WRN inhibitor,-2.8%,-33.8%,-4.9%,2.4%,-1.2%,-1.4%
EPAC1 antagonist,-6.0%,3.8%,0.2%,-14.7%,6.0%,-7.7%
EPAC1 ag,-2.1%,-2.1%,-12.2%,14.1%,-2.0%,-2.6%
FUS suppressor,38.6%,-29.9%,8.6%,21.9%,-2.6%,7.3%
PI5P4K alpha inh,-2.8,0.7,-2.4,2.1,4.8,0.1
Abeta yeast res,-14.6%,-16.5%,-10.1%,-16.0%,·,5.9%
IL2 activator,1.0,-4.9,-4.8,2.4,1.7,-1.5

Molecules listed so far that contain a thiophene ring, fused or not, in the order listed:
6: O=C(OCC(=O)N1CCN(c2ccccc2)CC1)c1cccs1
21: Cc1cccc(NC(=O)CN(C)S(=O)(=O)c2ccc(-c3ccc(=O)[nH]n3)s2)c1C
29: CCN(Cc1ccc2c(c1)OCO2)C(=O)CSc1ncnc2sccc12
Compound,6,21,29
PLK1 PBD inh,-11.4%,-11.4%,-5.1%
aSyn yeast inh,5.0%,?,0.6%
WRN inhibitor,-14.8%,-9.4%,-10.2%
EPAC1 antagonist,3.2%,-7.1%,-10.4%
EPAC1 ag,-12.0%,-2.8%,8.8%
FUS suppressor,15.9%,21.5%,11.0%
PI5P4K alpha inh,-7.8,-3.1,-6.4
Abeta yeast res,18.0%,5.9%,-0.9%
IL2 activator,0.0,-0.7,-0.4

Other results
37: O=[N+]([O-])c1cc(S(=O)(=O)CCCN2CCOCC2)ccc1F
38: Cc1ccc(S(=O)(=O)Nc2cc(C)c(O)c(S(=O)(=O)c3ccc(C)cc3)c2)cc1
39: Cn1cc([C@]2(O)C(=O)Nc3ccc(OC(F)(F)F)cc32)c2ccccc21
40: Cc1ccc(C(=O)C2(C)C3c4cc(Br)ccc4OC(=O)C32C(=O)c2ccco2)cc1 (stereo not given)
41: Cn1c(SCc2cccc(F)c2)nnc1-c1ccccn1
Compound,37,38,39,40,41
PLK1 PBD inh,?,0.5%,1.1%,-1.0%,-9.1%
aSyn yeast inh,1.6%,2.8%,-0.8%,2.2%,11.8%
WRN inhibitor,-11.9%,-27.1%,-1.8%,0.2%,-1.5%
EPAC1 antagonist,-21.8%,-24.6%,-15.1%,3.4%,-2.4%
EPAC1 ag,-7.4%,9.6%,-18.0%,4.2%,14.4%
FUS suppressor,-4.1%,35.4%,5.2%,-1.8%,13.0%
PI5P4K alpha inh,1.9,-0.9,13.8,-3.1,-0.5
Abeta yeast res,-10.4%,7.3%,12.1%,28.4%,7.7%
IL2 activator,2.4,-0.8,-0.4,1.4,-0.5
